SRC3 TRFRET art – TR-FRET detection interference compounds, artefact control for PPARgamma SRC-3 recruitment agonists, biochemical, TR-FRET ratio; TR-FRET artefact counter-screen, PPARgamma/SRC-3 format; active compounds read high; TR-FRET ratio at 8 µM; 0.39% of 99,000 active; AID 1048, 2008; in the data active means TR-FRET ratio above about 2000; further: inactives centre near 1600
SRC1 TRFRET art – TR-FRET detection interference compounds, primary screen, artefact control for PPARgamma SRC-1 recruitment agonists, biochemical, TR-FRET emission ratio. 0.34% of 99,000 active. TR-FRET detection artefact counter-screen; active compounds read high. TR-FRET ratio at 8 µM; in the data active means TR-FRET ratio above about 2300; further: inactives centre near 1800
The depositor's hits bear a star.

SMILES	SRC3 TRFRET art	SRC1 TRFRET art
CCCCC1=NN(C(=O)c2ccco2)C(O)(C(F)(F)F)C1 (stereo unspecified)	1457	1694
CCN1CCN(S(=O)(=O)CC2(C)C3CCC2(C)C(=O)C3Br)CC1 (stereo unspecified)	1641	1667
O=C(Cc1cccs1)Nc1ccc(-c2nnc(-c3ccco3)o2)cc1	1376	1636
CCOC(=O)C(C(=O)OCC)C(C)(C)/C(C)=N\Nc1ccc([N+](=O)[O-])cc1[N+](=O)[O-]	1511	1498
COc1ccc(C(=O)Nc2ccc(N3CCN(Cc4ccccc4)CC3)cc2)cc1	1666	1975
O=C(NCc1ccc2c(c1)OCO2)c1cc2c(s1)CSC2	1717	1735
CC(C(=O)N1CCCc2ccccc21)N1CCN(c2ccccn2)CC1 (stereo unspecified)	1634	2036
COc1ccc(C(=O)NCCCN2CCOCC2)cc1S(=O)(=O)N1CCCc2ccccc21	1667	1942
COc1cc2c(cc1OC)CN(Cc1cc(=O)oc3c(C)c(C)ccc13)CC2	1338	1857
Cc1oc(-c2cccc3ccccc23)nc1CN1CCC[C@H]1CO	1424	1701
COc1cccc(NC(=O)CN(C)CC(=O)Nc2ccc(C)cc2Cl)c1	1709	1670
CCN1CCCC1CNCC(O)COc1ccc(C(C)(C)C)cc1C (stereo unspecified)	1434	1591
Cc1c(C(=O)N/N=C/C(C)C)[nH]c2ccc([N+](=O)[O-])cc12	1621	1826
CCC(C)(C)NC(=O)C(c1ccccn1)N(C(=O)c1csnn1)c1ccc(C)c(C)c1 (stereo unspecified)	1534	1683
Cc1cccc(C(=O)N2CCC(c3nc4ccccc4s3)CC2)c1	1526	1536
CCN(CC)S(=O)(=O)C1CCS(=O)(=O)C1 (stereo unspecified)	1430	1799
Clc1ccc(-c2c[n+](Cc3cccc(Cl)c3)c3n2CCC3)cc1	1520	1642
CCOC(=O)c1sc(Nc2nc(OC)cc(OC)n2)nc1C	1531	2019
CCCCCCNCC1OCc2ccccc2CO1	1636	1747
CCCCC(=NCCc1c(C)[nH]c2ccc(OC)cc12)C1=C(O)CC(c2ccccc2)CC1=O (stereo unspecified)	1350	1899

An excerpt of these results, comma-delimited:
molecule,SRC3 TRFRET art,SRC1 TRFRET art
CCCCC1=NN(C(=O)c2ccco2)C(O)(C(F)(F)F)C1 (stereo unspecified),1457,1694
CCN1CCN(S(=O)(=O)CC2(C)C3CCC2(C)C(=O)C3Br)CC1 (stereo unspecified),1641,1667
O=C(Cc1cccs1)Nc1ccc(-c2nnc(-c3ccco3)o2)cc1,1376,1636
CCOC(=O)C(C(=O)OCC)C(C)(C)/C(C)=N\Nc1ccc([N+](=O)[O-])cc1[N+](=O)[O-],1511,1498

(more compounds)
SMILES	SRC3 TRFRET art	SRC1 TRFRET art
COc1ccc(C(=O)NC(=S)N2CCN(c3ccc([N+](=O)[O-])cc3)CC2)cc1	1563	1748
COC(=O)CN1C(=S)N(C)C(=O)/C1=C/c1cccs1	1761	1812
Cc1cccc(-n2cnc(C(=O)NNC(=S)Nc3ccccc3)c2)n1	1632	1801
COc1ccc(C2CC(=O)C3=C(C2)Nc2ccccc2NC3c2coc3ccccc3c2=O)cc1OC (stereo unspecified)	1430	1721
O=C(Cc1n[nH]c(=O)[nH]c1=O)N/N=C/c1c(O)ccc2ccccc12	1719	1858
O=C(NCCc1ccccn1)c1cc(-c2ccc(Cl)cc2)nc2ccccc12	1522	1926
Cc1nn2cc(-c3ncc(C(F)(F)F)cc3Cl)cnc2c1Br	1384	1759
CCN(C(=O)COC(=O)c1c(C)nn(-c2ccccc2)c1C)C1CCS(=O)(=O)C1 (stereo unspecified)	1776	1818
CCCOc1cc(C)c(S(=O)(=O)N2CCOCC2)cc1C	1597	1595
CCNC(=O)NC(=O)C(C)OC(=O)c1oc2ccccc2c1CSC1CCCCC1 (stereo unspecified)	1623	1798
Cn1ccnc1SCC(=O)Nc1ccc(F)c([N+](=O)[O-])c1	1510	1795
O=C(c1cc2ccccc2o1)N1CCC(N2CCC(C(=O)N3CCCC3)CC2)CC1	1549	1732
CCC(C)OC(=O)c1[nH]c2c(c1C)C(=O)CC(c1ccc(N(C)C)cc1)C2 (stereo unspecified)	1637	1785
O=C(CSc1nnnn1-c1ccc(Cl)cc1)Nc1cccnc1Cl	1468	2129
O=C(Nc1ccc(F)cc1)Nc1nnc(-c2ccco2)s1	1750	1568
Cc1cccc(NC(=O)CSc2nc(N)c(NC(=O)c3cccs3)c(=O)[nH]2)c1	1734	1859
CC(C)(C)NC(=O)Nc1cccc(Cl)c1Cl	1424	1777
NS(=O)(=O)c1ccc(NC(=O)/C=C/c2ccccc2[N+](=O)[O-])cc1	1419	2076
COc1ccc(C(=O)Nc2ccc(SC(F)F)cc2)cc1	1514	1836
COc1cc(OC)cc(-n2nnnc2SCC(=O)NCc2cccs2)c1	1669	2138
COCCCNCCOCCOc1ccccc1-c1ccccc1	1601	1765
CCOC(=O)N1CCN(C(=S)Nc2ccc(C)cc2)CC1	1497	1611
Cc1cc(CNC(=O)CC2C(=O)NCCN2CC(c2ccccc2)c2ccccc2)on1 (stereo unspecified)	1721	1906
Cn1c(=O)[nH]c(=O)c2c1nc(CN1CCN(c3ccccc3F)CC1)n2CC(N)=O	1580	1597
CCNC(=S)SCCOc1ccccc1C	1567	1863
CO/N=C/c1c(C(=O)OC)nn(-c2ccccc2)c1Cl	1668	1637
CN(/N=C/c1ccc2c(c1)OCO2)c1ccccc1	1569	1867
COc1cc(/C=N/Nc2ccc(Cl)c(C(=O)O)c2)ccc1OC(=O)c1cccs1	1713	1892
COc1cc(C(=O)NNC2=NC(C)(C)Cc3cc(C)c(C)cc32)cc(OC)c1OC	1601	1854
CCOc1cccc(C(=O)NC(=S)Nc2cccc(C)c2)c1	1435	1927
CC1=NN(C(=O)c2nn(C)cc2Br)C(O)(C(F)(F)F)C1 (stereo unspecified)	1667	2085
CC1(C)C2CCC1(CS(=O)(=O)Nc1ccc(S(=O)(=O)N3CCCC3)cc1)C(=O)C2 (stereo unspecified)	1411	1673
Cc1ccc2c(c1)CCCN2C(=O)c1ccoc1C	1507	1771
CCOc1ccc(CCNC(=O)Cn2cccc2C(=O)c2ccccc2C)cc1OCC	1661	1985
Cc1ccc(NC(=O)COC(=O)c2cc(Cl)cc(Cl)c2)c(Br)c1	1394	1707
O=C(NCCSCc1ccccc1)c1ccc(F)cc1	1597	1610
Cn1c(O)c(N=NC(=O)CNC(=O)c2ccco2)c2ccccc21	1757	1868
O=C(N/N=C\c1ccc(Br)o1)C1COc2ccccc2O1 (stereo unspecified)	1551	1978
COc1cc(CCC(=O)OCC(=O)Nc2c(C)cccc2C(C)C)cc(OC)c1OC	1369	1985
NC(=O)c1sc2nc(N3CCCCC3)c3c(c2c1N)CCCC3	1443	1963
Cc1ccc(C)c(N2CCN(CC(=O)Nc3ccc4[nH]c(=O)[nH]c4c3)CC2)c1	1608	1797
COc1ccc(C(=O)CSc2nnc(CN3CCCCC3)n2-c2ccc(Cl)cc2)cc1OC	1555	1797
Cc1ccc(COc2cccc3c2CCN(Cc2ccc(F)cc2)C3=O)cc1	1379	1639
Cc1ccc(C(=O)NC(=S)Nc2ccc(-c3ccc(CO)o3)cc2)cc1	1519	1794
COc1ccccc1CNC(=O)c1ccc(OC(C)C)cc1	1672	1943
Cc1ccc(Cl)cc1N1CCN(C(=S)NCCc2ccccc2)CC1	1676	1878
CC1=C(C)CC(C(=O)Nc2ccc(C(=O)N3CCOCC3)cc2)C(C(=O)O)C1 (stereo unspecified)	1613	1806
O=C(COc1cccnc1[N+](=O)[O-])NCCc1ccc(Cl)cc1Cl	1475	1729
Nc1nc(SCc2ccc([N+](=O)[O-])cc2)c2ncn(C3OC(CO)C(O)C3O)c2n1 (stereo unspecified)	1626	1901
COC(=O)c1cc2ccsc2n1CC(=O)N1CCCc2ccccc21	1556	1852
CCOc1cc(/C=C(\C#N)C(N)=O)ccc1OS(=O)(=O)c1ccccc1	1607	1820
Cc1nn(C)c(C)c1Sc1ccccc1N	1570	1640
NS(=O)(=O)c1ccc(CCNC(=O)C2CCN(S(=O)(=O)c3ccc(Br)s3)CC2)cc1	1457	1939
COc1ccc(/C=C2\SC(=S)N(CCC(=O)NC3=NCCS3)C2=O)cc1OC	1594	1636
S=C(NCCN1CCOCC1)Nc1cccc(Cl)c1	1627	2160
CCOc1cc(CNC(=O)CN2C(=O)c3ccccc3S2(=O)=O)ccc1OC	1716	1600
CC(=O)c1ccc(N2CCN(C(C)C(=O)NC3CCCc4ccccc43)CC2)cc1 (stereo unspecified)	1721	1959
O=C(Nc1c(-c2cccs2)nc2ccccn12)c1ccccc1F	1477	1729
O=C(Cc1nc2ccccc2[nH]c1=O)c1ccccc1	1680	1925
CCOC(=O)c1c(NC(=O)c2cccnc2Cl)sc(C(=O)N(C)C)c1C	1663	1790

Entries from the list above containing a furan ring, fused or not:
SMILES	SRC3 TRFRET art	SRC1 TRFRET art
CCCCC1=NN(C(=O)c2ccco2)C(O)(C(F)(F)F)C1 (stereo unspecified)	1457	1694
O=C(Cc1cccs1)Nc1ccc(-c2nnc(-c3ccco3)o2)cc1	1376	1636
CCNC(=O)NC(=O)C(C)OC(=O)c1oc2ccccc2c1CSC1CCCCC1 (stereo unspecified)	1623	1798
O=C(c1cc2ccccc2o1)N1CCC(N2CCC(C(=O)N3CCCC3)CC2)CC1	1549	1732
O=C(Nc1ccc(F)cc1)Nc1nnc(-c2ccco2)s1	1750	1568
Cc1ccc2c(c1)CCCN2C(=O)c1ccoc1C	1507	1771
Cn1c(O)c(N=NC(=O)CNC(=O)c2ccco2)c2ccccc21	1757	1868
O=C(N/N=C\c1ccc(Br)o1)C1COc2ccccc2O1 (stereo unspecified)	1551	1978
Cc1ccc(C(=O)NC(=S)Nc2ccc(-c3ccc(CO)o3)cc2)cc1	1519	1794

Remaining list, next part
SMILES	SRC3 TRFRET art	SRC1 TRFRET art
Cc1cc(=O)oc2cc(OCC(=O)N3CCN(C(=O)c4ccco4)CC3)ccc12	1600	1847
CCN1CCN(CC(=O)Nc2cc(C)on2)CC1	1667	1980
Cc1noc(C)c1/C=N/Nc1ccccn1	1562	1633
COc1ccc(C2=NN(c3ccccc3)C(=O)/C2=C\c2ccc(O)c(OC)c2)cc1	1921	2053
CCOC(=O)C(=O)Nc1cc([N+](=O)[O-])ccc1C	1600	1644
O=C1NC(=Nc2ccc(Cl)cc2)SC1Cc1cc(Cl)ccc1Cl (stereo unspecified)	1629	1756
COc1cccc(CC(NC(C)=O)C(=O)NC2CCN(S(=O)(=O)c3ccc(F)cc3)CC2)c1OC (stereo unspecified)	1522	1772
CN1CCN(C(=O)c2ccc(Cl)c(S(=O)(=O)N3CCCCCC3)c2)CC1	1457	1824
COc1cccc(C2c3c(C)nn(-c4ccc([N+](=O)[O-])cc4)c3N=C3C(=O)Nc4ccccc4N32)c1 (stereo unspecified)	1393	2131
O=C(COc1c(CO)cc(Br)cc1CO)NC1CCCc2ccccc21 (stereo unspecified)	1504	1815
C(=N\Nc1ccc2ccccc2n1)/c1ccc2c(c1)OCCO2	1315	1612
CCOC(=O)/C=C/C(=O)OCC(=O)Nc1cccc(Cl)c1Cl	1606	1882
O=Cc1ccc(Oc2cccc(C(F)(F)F)c2)nc1	1600	1746
CCOc1ccccc1NC(=O)C(=O)N/N=C/c1cc(Br)ccc1O	1485	1805
CCOc1cccc(-c2cc(C(=O)NN)[nH]n2)c1	1607	1896
Cc1cc(C(=O)NC2CCCCC2)c2cc(F)ccc2n1	1580	1815
O=C(O)COc1ccccc1C(Nc1cccnc1)c1cc(Cl)c2cccnc2c1O (stereo unspecified)	1362	1689
COc1ccc(-n2cc(-c3ccccc3)c3c(=O)[nH]cnc32)cc1	1554	1856
CCC(=O)Nc1cc(C(F)(F)F)ccc1N1CCCC1	1705	1962
Cn1c(N)c(C(=O)COC(=O)c2cc(C(F)(F)F)nc3ccccc23)c(=O)n(C)c1=O	1533	1537
N#CC1=C2N=C(N)c3ccccc3N2C2=C(C(=O)CCC2)C1c1ccc(Cl)cc1 (stereo unspecified)	1810	1720
CC1(C)CC(=O)C/C(=N\NC(=S)NCc2ccccc2)C1	1551	1617
COc1cccc(C(=O)OCC(=O)NCCc2ccccc2)c1OC	1554	1757
CCOc1ccc(OCC(O)CNC2CCN(Cc3ccccc3)CC2)cc1 (stereo unspecified)	1455	1782
O=C(COc1ccccc1)NCC(=O)Nc1cccc2ccccc12	1499	1772
O=C(C1COc2ccccc2O1)N1CCN(Cc2ccc3c(c2)OCO3)CC1 (stereo unspecified)	1747	1817
CC(=O)NC(Cc1c[nH]c2ccccc12)C(=O)OCC(=O)N1CCCCCC1 (stereo unspecified)	1636	1882
CCOc1ccc(-n2c(C)cc(C(=O)NS(=O)(=O)c3ccc(C)cc3)c2C)cc1	1560	1764
O=C(COC(=O)Cc1ccsc1)Nc1ccc(Cl)c(S(=O)(=O)N2CCOCC2)c1	1757	1766
CCC(=O)OCC(=O)Nc1cc([N+](=O)[O-])ccc1Cl	1500	1919
N#Cc1c(N)nc2c(c1-c1cccnc1)CCCCC2	1693	1973
O=C(CC(c1ccccc1)c1ccccc1O)NCc1ccccc1 (stereo unspecified)	1618	1982
Cc1cc(C)nc(/N=C(\N)Nc2ccccc2-c2ccccc2)n1	1431	1665
COc1ccc(-c2csc3nc(C(C)(C)C)oc(=O)c23)cc1OC	1672	1929
C/C(=N\OC(=O)c1c(-c2ccccc2Cl)noc1C)c1nccs1	1524	1839
O=c1[nH]c2ccccc2nc1/C=C/c1ccc(O)cc1	1840	2025
CC(NC(=O)c1ccc(S(=O)(=O)C(F)F)cc1)c1ccccc1 (stereo unspecified)	1496	1580

Screening results (PubChem BioAssay)
